Screening data from PubChem BioAssay.
H37Rv inhibition = M. tuberculosis growth inhibition, HTS (AID 449762) | M. tuberculosis H37Rv growth inhibition, 7H9 media; higher % means a stronger effect | inhibition, % at 25 µM; hits with a dose series show IC50 in µM | actives 0.59% (n = 330,000); in the data active means a potency from the dose series; inconclusive means inhibition above about 70% without an active follow-up result;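 further: bacterial growth assessed after seven days of incubation; strong numbers were not always called active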
VEEV TC-83 Vero = inhibitors of VEEV TC-83 cytopathic effect, confirmation, Vero cells (AID 588727); inhibition, % at 20 µM, or IC50 in µM where a hit was titrated; Vero cells, VEEV TC-83 cytopathic effect inhibition; higher % means a stronger effect; actives 0.13% (n = 350,000); in the data active means a potency from the dose series; inconclusive means inhibition mostly from about 14% at the one dose, without a potency; inactive means the rest, 99 in 100 with inhibition below about 12%; further: strong numbers were not always called active
M. tuberculosis = growth inhibition of non-replicating M. tuberculosis (AID 488890). Mycobacterium tuberculosis non-replicating, growth inhibition; higher % means a stronger effect. inhibition, % at 25 µM; hits with a dose series show IC50 in µM. actives 0.39% (n = 320,000); in the data active means a potency from the dose series; inconclusive means inhibition mostly from about 82% at the one dose, without a potency; inactive means the rest, 99 in 100 with inhibition below about 76%;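 further: plate controls were DMSO cells for no effect and high antibiotic wells for full effect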
PhoP GFP inhibition = Inhibition of PhoP regulon, Salmonella typhi GFP reporter cells, confirmation, 4 h (AID 1850); Salmonella Typhi PhoP-promoter GFP reporter, fluorescence, 4 h; higher % means a stronger effect; inhibition, % at 50 µM; hits with a dose series show IC50 in µM; actives 0.33% (n = 310,000); in the data active means a potency from the dose series; inconclusive means inhibition mostly from about 25% at the one dose, without a potency; inactive means the rest, 99 in 100 with inhibition below about 19%;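 further: 0% = induced wells with vehicle and 100% = uninduced wells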
influenza NS1A = NS1A inhibition, H1N1 influenza, cell based functional assay (AID 504329); NS1A functional cell-based assay, percent inhibition; higher % means a stronger effect; inhibition, % at 12.5 µM; hits with a dose series show IC50 in µM; actives 0.3% (n = 340,000); in the data active means a potency from the dose series; inconclusive means inhibition above about 27% without an active follow-up result; further: strong numbers were not always called active
VEEV TC-83 Vero 10K pilot screen = also measured in VEEV TC-83 Vero; calls as there; inhibition, %; measured here: 10K pilot screen inhibition
* marks the source's active call; other numbers are inactive results; i = inactive; ? = inconclusive; · = not tested or not shown.

SMILES	H37Rv inhibition	VEEV TC-83 Vero	M. tuberculosis	PhoP GFP inhibition	influenza NS1A	others
O=C(O)C1CCCCC1C(=O)Nc1ccccn1 (centres undefined)	-2%	i	-4%	6%	-4%
COC(=O)[C@]1(C)N[C@H](CN(C)S(=O)(=O)c2ccc(F)cc2)[C@@H]2C(=O)N(Cc3ccccc3)C(=O)[C@@H]21	5%	0.3%	1%	·	-4%
CCOc1nc(OCC)nc(N2CCC(C)CC2)n1	0%	0.1%	-5%	2%	-5%
Clc1ccc(Cl)c(OCc2cc(-c3ccccc3Cl)on2)c1	3%	i	16%	2%	1%
CCOc1ccc(CC(=O)NCc2cn3c(C)csc3n2)cc1	-6%	i	-2%	-2%	4%	VEEV TC-83 Vero 10K pilot screen=0.2
CC(C)(C)c1ccc(C2CC2C(=O)N/N=C\c2ccc[nH]2)cc1 (centres undefined)	62%	11%	-14%	5%	1%
COc1ccc(CC(=O)NNS(=O)(=O)c2cccc([N+](=O)[O-])c2)cc1OC	7%	i	3%	4%	9%
Oc1nc(Nc2cccc(Cl)c2)sc1/C=C1\C=Nc2ccccc21	?	6.0%	31%	-2%	16%	VEEV TC-83 Vero 10K pilot screen=4.8
Fc1ccc(-c2[nH]ncc2CN(CC2CCC2)CC2CCCO2)c(F)c1 (centres undefined)	-11%	10%	2%	3%	4%
Cc1cccc2c1-c1sc(C(=O)Nc3cccnc3)cc1CO2	2%	5.0%	15%	-6%	-18%
COc1ccc(C(C(=O)NC(C)(C)C)N(CCc2ccc(OC)c(OC)c2)C(=O)CCC(=O)Nc2cc(C)on2)cc1 (centres undefined)	0%	i	-3%	1%	-3%
CC1CCN(CC(=O)Nc2cc(C(F)(F)F)ccc2Cl)CC1	12%	i	5%	4%	-7%
COc1ccc(/C=N/NC(=O)CSc2n[nH]c(=O)[nH]c2=O)cc1	-14%	0.5%	-8%	-8%	-6%
CCCn1nc(NC(=O)CC(C)C)c2cc3ccccc3nc21	14%	i	1%	21%	-18%
NC(N)=NS(=O)(=O)c1ccc(NC(=S)NC(=O)Cc2ccc(Cl)cc2)cc1	4%	2.5%	-4%	6%	-23%
O=C(CN1C(=O)CSC1=O)N1CCCC(Nc2ccc(F)cc2)C1 (centres undefined)	-1%	0.9%	-4%	8%	6%
Cc1cccc(NC(=O)C2CCCN(S(=O)(=O)c3ccc4[nH]c(=O)ccc4c3)C2)n1 (centres undefined)	-4%	0.3%	12%	-3%	6%
CCOC(=O)N1CCN(S(=O)(=O)c2ccc(C)cc2)C1c1ccccc1 (centres undefined)	7%	4.6%	11%	2%	0%	VEEV TC-83 Vero 10K pilot screen=8.4
CCOC(=O)C1(CCOc2ccccc2)CCN(C(=O)CCSC)CC1	1%	i	11%	8%	-4%
CCOC(=O)NC(Nc1ncccn1)(C(F)(F)F)C(F)(F)F	-6%	0.7%	-1%	0%	-6%
COc1ccc2cc(C3(C)NC(=O)N(CC(=O)NCc4ccco4)C3=O)ccc2c1 (centres undefined)	-4%	i	14%	-9%	5%
CC(C)(C)c1cc(CN2CCC(O)CC2)cc(C(C)(C)C)c1O	0%	0.5%	6.9µM*	2%	-4%
CCc1ncc(C(O)c2cccc3ccccc23)n1C (centres undefined)	-12%	0.0%	-3%	-1%	-5%
OC1CCN(c2ncnc3nc[nH]c23)CC1	-8%	0.4%	-8%	-16%	-1%
O=C(Cn1c(-c2cncs2)nc2ccccc21)NCCc1ccccc1	1%	0.9%	·	10%	5%
O=C(O)c1cc(S(=O)(=O)N2CCN(C(c3ccccc3)c3ccccc3)CC2)ccc1Cl	0%	i	11%	-2%	-3%
COc1ccccc1/C=C/c1ccc2cccc(O)c2n1	?	33%	?	4%	-6%
CCOC(=O)Cc1cnc(NC(=O)CSc2nc(N)cc(N)n2)s1	2%	i	0%	9%	3%
O=C(O)c1ccc(NCc2cccs2)cc1	10%	1.6%	-2%	2%	-20%
C(=C\c1cccc2ccccc12)/c1nnc(-c2cccs2)o1	48%	1.3%	67%	3%	-9%
CC(C)C(NC(=O)c1ccccc1)C(=O)N1CCN(C/C=C/c2ccccc2)CC1 (centres undefined)	4%	7.0%	16%	·	-1%
Cc1ccc(C)c(N(C(=O)c2nsc(Cl)c2Cl)C(C(=O)NC2CCCC2)c2ccc(O)cc2)c1 (centres undefined)	-3%	0.9%	31%	2%	2%
CCOCCC(=O)Nc1nnc(CCc2ccccc2)s1	-2%	0.1%	60%	-5%	0%
CSc1ccccc1NC(=O)CN(C)C(C)C(=O)NCc1ccc2c(c1)OCO2 (centres undefined)	5%	1.3%	6%	·	-13%
O=c1c2nnn(Cc3ccccc3)c2ncn1-c1ccccc1	-15%	6.0%	-1%	2%	-9%
O=C(OCC(=O)N1CCCC1=O)c1cc(S(=O)(=O)N2CCOCC2)ccc1Cl	-7%	2.2%	-8%	4%	-6%

3 structures from above, ordered by molecular weight, ascending.
SMILES	H37Rv inhibition	VEEV TC-83 Vero	M. tuberculosis	PhoP GFP inhibition	influenza NS1A	others
CC(C)C(NC(=O)c1ccccc1)C(=O)N1CCN(C/C=C/c2ccccc2)CC1 (centres undefined)	4%	7.0%	16%	·	-1%
O=C(OCC(=O)N1CCCC1=O)c1cc(S(=O)(=O)N2CCOCC2)ccc1Cl	-7%	2.2%	-8%	4%	-6%
O=C(O)c1cc(S(=O)(=O)N2CCN(C(c3ccccc3)c3ccccc3)CC2)ccc1Cl	0%	i	11%	-2%	-3%

Filtered by structure: the compounds so far with two or more sulfur atoms.
SMILES	H37Rv inhibition	VEEV TC-83 Vero	M. tuberculosis	PhoP GFP inhibition	influenza NS1A	others
NC(N)=NS(=O)(=O)c1ccc(NC(=S)NC(=O)Cc2ccc(Cl)cc2)cc1	4%	2.5%	-4%	6%	-23%
CCOC(=O)Cc1cnc(NC(=O)CSc2nc(N)cc(N)n2)s1	2%	i	0%	9%	3%

Random excerpt: two compounds from above.
SMILES	H37Rv inhibition	VEEV TC-83 Vero	M. tuberculosis	PhoP GFP inhibition	influenza NS1A	others
C(=C\c1cccc2ccccc12)/c1nnc(-c2cccs2)o1	48%	1.3%	67%	3%	-9%
O=c1c2nnn(Cc3ccccc3)c2ncn1-c1ccccc1	-15%	6.0%	-1%	2%	-9%

New compounds follow
SMILES	H37Rv inhibition	VEEV TC-83 Vero	M. tuberculosis	PhoP GFP inhibition	influenza NS1A	others
Cc1ccc(S(=O)(=O)N(C)C)cc1NC(=O)COC(=O)Cc1ccccc1F	-3%	6.3%	-8%	4%	-8%
Cc1cccc(NC(=O)c2ccc(C(=O)Nc3cccc(C)c3)nc2)c1	-7%	9.5%	5%	-1%	-1%
COc1ccc(NC(=O)C2CCCN2C(=O)NC2CCCCC2)c(OC)c1 (centres undefined)	-7%	2.1%	-18%	1%	-4%
CCc1ccc(CNC(=O)C2CCCN(S(=O)(=O)N3CC(C)CC(C)C3)C2)cc1 (centres undefined)	-8%	2.7%	-2%	-8%	-7%
Cn1c(=O)[nH]c(=O)c2c1nc(N1CCN(CCO)CC1)n2Cc1ccccc1	4%	0.1%	1%	3%	0%
CCOc1ccc(Cl)cc1CNCCc1ccccc1F	8%	1.5%	15%	12%	1%
CCC(=O)c1cn(Cc2ccccc2C#N)c2ccccc12	5%	0.3%	0%	4%	1%
CC(=O)Oc1c(Sc2ccccc2[N+](=O)[O-])c(C)nn1C(C)(C)C	-7%	0.5%	-8%	-8%	9%
C=CCn1cc(C(=O)NCCCOCC)c(=O)c2cc(S(=O)(=O)N(CC)CC)ccc21	-13%	2.4%	4%	-2%	-2%
CCOc1ccc(N(C(=O)c2ccccc2Cl)C2=NC(C)(C)CS2)cc1	9%	4.3%	16%	5%	2%
COc1cc(NC(=O)CSc2nnc(C)s2)cc(OC)c1	5%	0.3%	10%	-10%	0%
COc1ccc(CNC(=O)C2CCCN2)cc1OC (centres undefined)	-3%	0.6%	-3%	-1%	-7%
OC(c1ccccc1)(c1ccccc1)C1CCN(C(=S)NCCc2ccccc2)CC1	-1%	3.0%	1%	-3%	·
O=S(=O)(c1ccc(Cl)cc1)N1CC1c1ccccc1 (centres undefined)	5%	i	-4%	-6%	18%
O=C(c1cccc(C(=O)N2CCC(O)(c3ccccc3)CC2)c1)N1CCC(O)(c2ccccc2)CC1	-2%	5.4%	9%	5%	·
CCn1c(SCC(=O)N/N=C/c2c[nH]c3ccccc23)nnc1-c1ccc(C(C)(C)C)cc1	1%	0.4%	40%	-2%	-3%
O=C(N/N=C/C=C/c1ccco1)c1ccccc1Cl	-4%	i	11%	1%	6%
COC(=O)c1cc(NC(=O)c2c(-c3ccccc3)noc2C)ccc1N1CCOCC1	-5%	1.9%	-14%	0%	-7%
CC(=O)N1c2ccc(S(=O)(=O)N3CCC(C(=O)Nc4cc(C)ccn4)CC3)cc2CC1C (centres undefined)	2%	0.2%	17%	2%	-2%
Cc1ccc(SCC(=O)NCC2COc3ccccc3O2)cc1 (centres undefined)	11%	0.9%	30%	·	-3%
Fc1ccc(C(CCNCc2ccccn2)c2ccc(Cl)cc2)cc1 (centres undefined)	?	i	?	3%	8%
CCS(=O)(=O)N1CCC(C(=O)NCc2ccc(F)cc2)CC1	3%	0.7%	-1%	1%	-4%
O=[N+]([O-])c1ccc(/C=N/n2cn[nH]c2=S)cc1	-6%	0.2%	4%	6%	-5%
Cc1cc(C(=O)NNC(=O)Cc2ccc(Cl)cc2)c(C)o1	-1%	1.4%	0%	-14%	2%
CC1CCCN(C(=O)C2CCN(CCCc3ccccc3)CC2)C1 (centres undefined)	2%	·	12%	-7%	·
Fc1ccc(COc2ccccc2CNc2nn[nH]n2)cc1	-1%	i	73%	-8%	5%
CCOc1ccc(NC(=O)c2ccccc2SC)cc1	7%	2.4%	7%	5%	-2%
COC(=O)C1=C(C)N(CCCC(=O)O)C(=O)NC1c1ccc(OC)cc1 (centres undefined)	-5%	0.6%	·	-6%	-4%
Cc1cccc(C(=O)OCC(=O)N2CCCCCC2)c1	-2%	0.1%	12%	·	2%
COc1cc(CCCN2CCNC[C@@H]2CC2CCCCC2)cc(OC)c1OC	-2%	0.3%	-5%	·	-11%	VEEV TC-83 Vero 10K pilot screen=0.6
COCCCN(C(C)=O)c1nc(-c2ccc(OC)cc2)cs1	?	i	27%	-6%	-5%
